Source: PubChem BioAssay (several laboratories)
TRPC6 inh: mouse TRPC6 channel inhibitors, primary screen, cell-based, HEK293, membrane potential dye; B-score at 10 µM; ACh-evoked depolarization; hits give low values; AID 2553, 2010; Short transient receptor potential channel 6 (Mus musculus), Q61143; 310,000 tested, 1.1% active;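 active = B-score under library mean minus 3 SD, initial fluorescence not abnormally high, positive integrated signal ratio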;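 note: B-score derived from integrated fluorescence ratio over the kinetic read; more negative B-score means stronger inhibition of depolarization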
MrgX1 antag: antagonists of human MrgX1 receptor, primary screen, HEK293 cells, Fluo-4 calcium flux; B-score at 10 µM; BAM8-22 antagonism; hits give low values; Mas-related G-protein coupled receptor member X1 (Homo sapiens), Q96LB2; AID 588676, 2011; 310,000 tested, 1.3% active;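 active = calcium-response B-score plate-corrected more than 3 library SD below zero, starting fluorescence within 5 deviations, no agonist response on first addition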;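 note: peak minus trough fluorescence over baseline after final BAM8-22 challenge near maximal dose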
TRPC6 act: mouse TRPC6 channel activators, primary screen, cell-based, HEK293, membrane potential dye. AID 2550, 2010. B-score at 10 µM. 310,000 tested, 0.13% active. Short transient receptor potential channel 6 (Mus musculus), Q61143. HEK293-TRPC6 membrane potential dye fluorescence; hits give high values;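 active = B-score of the integrated fluorescence ratio above library mean plus 3 SD, and starting fluorescence ratio within library mean plus 5 SD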;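 note: higher score means more depolarization so channel activation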
AI-2 QS mod: Vibrio harveyi AI-2 quorum sensing modulators, primary screen, JMH597 strain, luminescence/OD600 ratio. activity change, % at 7.5 µM. Vibrio harveyi JMH597 AI-2 luminescence/OD600 ratio, 9 h; hits give low values; strain lacks LuxN and CqsS sensors; 0 = neutral-control median. 300,000 tested, 0.4% active; in the data active = activity change below about -75%, passing the limit was not always enough;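 note: luminescence divided by OD600 gain over 9 h not by final OD600 alone; inactives centre near 13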
MrgX1 PAM: positive allosteric modulators of MrgX1, primary screen, HEK293 cells, Fluo-4 calcium flux. B-score at 10 µM. FDSS; hits give high values. Mas-related G-protein coupled receptor member X1 (Homo sapiens), Q96LB2. 310,000 tested, 0.63% active. AID 588675, 2011;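 active = plate-corrected calcium response at least 3 library SD above typical, normal starting fluorescence, not activating the receptor alone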;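 note: compound read alongside a low EC10 to EC30 dose of BAM8-22 agonist; peak minus trough fluorescence over baseline measured at the second addition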
MrgX1 agonist: agonists of human MrgX1 receptor, primary screen, HEK293 cells, Fluo-4 calcium flux; B-score at 10 µM; Mas-related G-protein coupled receptor member X1 (Homo sapiens), Q96LB2; Fluo-4 calcium fluorescence, agonist mode; hits give high values; 310,000 tested, 0.44% active; AID 588627, 2011;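 active = calcium response B-score plate-corrected fluorescence ratio at least 3 library SD, with starting fluorescence B-score inside 5 SD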
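Assay system: stable human MrgX1 HEK293 cell line. Quantity: 15,000 cells per well. Schedule: cells plated overnight, dye loaded 0.5 h 37 °C, 0.5 h room temperature. Detection: Fluo-4 NW calcium-flux fluorescence, kinetic read. Read-out basis: peak-minus-minimum fluorescence over baseline, converted to B scores. Control set: positive and negative control wells on each plate.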
HIF activator: HIF pathway transcriptional activators, primary screen, cell-based, U2OS HRE-luciferase, luminescence; 300,000 tested, 0.32% active; U2OS HRE-luciferase reporter; normalized: DMSO 0%, desferrioxamine 100%; AID 1910, 2009; activation, % at 7.5 µM (by protocol);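 active = mean activation of at least 10% of the iron chelator positive control signal, with at least half of replicates also reaching 10%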
TRPC4 potent: positive allosteric modulators of TRPC4, primary screen, cell-based, mouse TRPC4beta, HEK293 mu-opioid, Fluo-4 calcium; 310,000 tested, 0.42% active; Short transient receptor potential channel 4 (Mus musculus), Q9QUQ5; AID 2227, 2009; DAMGO EC20, Fluo-4 Ca2+ flux; hits give high values; B-score at 10 µM;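 active = B-score of calcium response area above 5 SD of library B-scores, with initial fluorescence ratio within 5 SD of library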;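 note: B-score of integrated fluorescence ratio over time as area under calcium response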
Target sequence (Q9QUQ5 whole entry, looked up): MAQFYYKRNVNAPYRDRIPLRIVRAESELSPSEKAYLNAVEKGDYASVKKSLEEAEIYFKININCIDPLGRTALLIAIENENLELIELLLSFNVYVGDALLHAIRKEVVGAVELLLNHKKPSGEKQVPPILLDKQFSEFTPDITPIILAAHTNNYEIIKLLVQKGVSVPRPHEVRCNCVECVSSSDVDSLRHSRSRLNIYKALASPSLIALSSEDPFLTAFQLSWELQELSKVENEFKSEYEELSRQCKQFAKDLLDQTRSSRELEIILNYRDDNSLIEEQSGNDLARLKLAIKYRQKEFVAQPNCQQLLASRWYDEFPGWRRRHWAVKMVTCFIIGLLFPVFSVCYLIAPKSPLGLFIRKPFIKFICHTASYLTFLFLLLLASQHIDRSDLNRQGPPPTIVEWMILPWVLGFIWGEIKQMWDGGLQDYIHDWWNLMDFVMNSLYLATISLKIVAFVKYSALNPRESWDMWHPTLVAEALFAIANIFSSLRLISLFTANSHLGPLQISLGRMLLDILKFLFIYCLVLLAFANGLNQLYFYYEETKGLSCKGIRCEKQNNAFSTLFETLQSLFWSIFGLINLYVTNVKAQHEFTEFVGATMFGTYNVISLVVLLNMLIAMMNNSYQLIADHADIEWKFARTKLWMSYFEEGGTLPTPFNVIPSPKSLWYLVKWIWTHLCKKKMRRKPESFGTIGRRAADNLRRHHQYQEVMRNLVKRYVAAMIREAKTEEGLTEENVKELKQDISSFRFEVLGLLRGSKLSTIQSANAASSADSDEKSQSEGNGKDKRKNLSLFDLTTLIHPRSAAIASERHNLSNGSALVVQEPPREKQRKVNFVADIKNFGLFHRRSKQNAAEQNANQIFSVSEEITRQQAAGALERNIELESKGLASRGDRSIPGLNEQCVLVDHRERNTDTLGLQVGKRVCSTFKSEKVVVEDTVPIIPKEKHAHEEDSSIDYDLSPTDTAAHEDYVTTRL
PolyA inh: polyadenylation inhibitors in yeast reporter cells, primary screen, luminescence, S. cerevisiae | S. cerevisiae SKY197-pL101 polyadenylation reporter, beta-gal luminescence; efflux-impaired pdr1/pdr3 knockout yeast; score 100 = 6 SD above DMSO | calls only at 12 µM | 300,000 tested, 0.02% active | AID 1875, 2009;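 active = lowest replicate activity score at least 50, where 100 means six control SD above control mean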;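 note: yeast exposed to compound for 9 h at 30 °C; higher score means more reporter readthrough which indicates perturbed polyadenylation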
TRPC4 inh: inhibitors of mouse TRPC4 channel, primary screen, Fluo4 calcium, HEK293 TRPC4beta/mu-opioid cells | 300,000 tested, 0.39% active | B-score at 10 µM | DAMGO-evoked Fluo4 calcium flux; hits give low values;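 active = B-score over 3 SD under the library average, no early fluorescence shift, positive overall ratio signal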
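Assay system: HEK293 cells with stable TRPC4beta plus mu-opioid receptor expression; Probe or stimulus: DAMGO in two steps, submaximal then maximal; Dosing: single-point compound dosing; Measured by: Fluo4 calcium-dye fluorescence, kinetic read; Read-out basis: B score from integrated Fluo4 fluorescence ratio.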
TRPC4 agonist: activators of mouse TRPC4 channel, primary screen, Fluo4 calcium, HEK293 TRPC4beta/mu-opioid cells; Fluo4 calcium fluorescence; hits give high values; 310,000 tested, 0.49% active; AID 2237, 2010; B-score at 10 µM;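 active = B-score above 5 SD of library B-scores, and initial fluorescence ratio not above library mean plus 5 SD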;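 note: positive B-score marks a calcium rise read as TRPC4 activation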
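System: HEK293 cells stably co-expressing mouse TRPC4beta and mu-opioid receptor; Schedule: Fluo4 dye loading 45 min at room temperature, 110 s recording; Detection: Fluo4 fluorescence, kinetic; Evaluation: B-scored integrated calcium fluorescence ratio; Controls: buffer (low) and maximal DAMGO (high).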
* hit, by the source's call; i = inactive; / = not tested or not shown. A portion of the library; the hit share may differ from the screen's.

SMILES | TRPC6 inh | MrgX1 antag | TRPC6 act | AI-2 QS mod | MrgX1 PAM | MrgX1 agonist | HIF activator | TRPC4 potent | PolyA inh | TRPC4 inh | TRPC4 agonist
O=C(CCC(=O)n1ncc2ccccc21)N1CCCCC1 | i | i | i | 22 | i | i | -0.5 | i | i | i | i
N#CN=C(N)c1ccccc1 | i | i | i | 31 | i | i | 0.5 | i | i | i | i
COc1ccc(-c2nn(-c3ccccc3)cc2/C=N/Nc2ccccn2)cc1OC | i | i | i | 14 | i | i | / | i | i | i | i
Cc1ccc(N2C(=O)N3[C@H](c4cccc(C)c4)[C@@H]4C(=O)N(Cc5ccccc5)C(=O)[C@@H]4[C@]3(C)C2=O)cc1 | i | i | i | 10 | i | i | 0.1 | i | i | i | i
O=C(Nc1ccc(O)c2c(=O)cc(-c3cccc(Cl)c3)oc12)c1ccccc1Cl | i | i | i | 10 | i | i | 0.5 | i | i | i | i
CCCOc1ccc(-c2c(C(=O)N/N=C(\C)c3cccs3)nnn2-c2nonc2N)cc1 | i | i | i | 21 | i | i | -0.3 | i | i | i | i
CCCN1C(=O)c2ccc(C(=O)Nc3cc(C)on3)cc2C1=O | i | i | i | -3 | i | i | -0.6 | i | i | i | i
COc1ccc(/C=N/N=C/c2c[nH]c(=O)c(C#N)c2Nc2ccccc2)cc1 | i | i | i | 24 | i | i | 0.7 | i | i | i | i
O=C1CC(SC(=Nc2ccccc2)Nc2ccccc2)C(=O)N1c1cccc2ccccc12 (configuration not stated) | i | i | i | 35 | i | i | -0.4 | i | i | i | i
Cn1c(CCC(=O)Nc2ccc(N3CCOCC3)cc2)nc(=O)c2ccccc21 | i | i | i | 24 | i | i | 0.7 | i | i | i | i
Cc1ncoc1C(=O)Nc1ccc(Oc2ccccc2)cc1 | i | i | i | -96* | i | i | 2.2 | i | i | i | i
O=C(CNC(=O)c1ccc(N2C(=O)c3ccccc3C2=O)cc1)OCC(=O)c1ccccc1 | i | i | i | 10 | i | i | -0.1 | i | i | i | i
Cc1cc(OCC(=O)NCCN2CCOCC2)ccc1Br | i | i | i | 4 | i | i | 0.2 | i | i | i | i
COc1ccc(C(=O)NC2CCCCCC2)cc1S(=O)(=O)N1CCCC1 | i | i | i | 16 | i | i | -0.3 | i | i | i | i
O=C(NCC1CCCO1)c1ccc2c(c1)N(Cc1ccc(F)cc1Cl)C(=O)CS2 (configuration not stated) | i | i | i | 47 | i | i | -0.1 | i | i | i | i
Cc1cc(C)c(C)c(OCCCCN(C)Cc2ccccc2)c1 | i | i | i | 10 | i | i | -1.1 | i | i | i | i
CCCNC(=O)c1ccc(N2CCC3(CC2)CC(c2ccccc2)=NO3)c(NC(=O)c2cccc(OC)c2)c1 | i | i | i | 9 | i | i | -0.5 | i | i | i | i
c1ccc(C2CC(c3ccccc3)n3c(nc4ccccc43)N2)cc1 (configuration not stated) | i | i | i | -1 | i | i | -0.2 | i | i | i | i
CCOC(=O)c1ccc(N/C=C/C(=O)C(C)(C)C)cc1 | i | i | i | 22 | i | i | 2.7 | i | i | i | i
COc1ccc(OC)c(C(C)NC(=O)C(C)Cc2ccccc2)c1 (configuration not stated) | i | i | i | 17 | i | i | 2.1 | i | i | i | i
O=C(Nc1ccc2nc3n(c(=O)c2c1)CCCCC3)c1c(F)ccc([N+](=O)[O-])c1F | i | i | i | -14 | i | 37* | -4.4 | i | i | i | i
Cc1c(OCC(=O)NCc2ccncc2)ccc2c3c(c(=O)oc12)CCC3 | i | i | i | 30 | i | i | -0.3 | i | / | i | i
CC(=O)c1cnc2cc(-c3cccc(Br)c3)nn2c1C | i | i | i | 8 | i | i | 8.0 | i | i | i | i
COc1ccc(OC)c(CN2CCN(C(=O)CCC(=O)c3cccs3)CC2)c1 | i | i | i | 23 | i | i | -0.3 | i | i | i | i
CCOc1cccc(C(=O)Nc2ccc3oc(Cc4ccc(Cl)cc4)nc3c2)c1 | i | i | i | 28 | i | i | 0.1 | i | i | i | i

(listing goes on)
SMILES | TRPC6 inh | MrgX1 antag | TRPC6 act | AI-2 QS mod | MrgX1 PAM | MrgX1 agonist | HIF activator | TRPC4 potent | PolyA inh | TRPC4 inh | TRPC4 agonist
NC(=O)CSc1nccn1Cc1ccccc1 | i | i | i | 13 | i | i | 0.0 | i | i | i | i
COc1cc(OC)c(S(=O)(=O)NCc2ccco2)cc1S(=O)(=O)NCc1ccco1 | i | i | i | 19 | i | i | -0.4 | i | i | i | i
O=C(Nc1ccccc1)Nc1cccc2cccnc12 | i | i | i | 13 | i | i | 4.8 | i | i | i | i
CC(C)(C)C(=O)Nc1sc2c(c1C#N)CCC2 | i | i | i | 21 | i | i | 0.3 | i | i | i | i
CCNC(=S)NNC(=O)C(c1ccccc1)c1ccccc1 | i | i | i | 9 | i | i | 0.4 | i | i | i | i
Cc1nnc(NC(=O)CSc2ncnc3c2cnn3-c2ccccc2C)s1 | i | i | i | 7 | i | i | -0.5 | i | i | i | i
Cc1nn2c(C)c(C(=O)Nc3ccccc3)cnc2c1-c1ccccc1 | i | i | i | 10 | i | i | 3.9 | i | i | i | i
COCCn1c(-c2ccccc2)nc2c(c(=O)c3ccccc3n2C)c1=O | i | i | i | 29 | i | i | 0.1 | i | i | i | i
O=C(O)c1cccc(N/N=C/c2cccs2)c1 | i | i | i | 55 | i | i | -2.9 | i | i | i | i
COC(=O)c1ccc(C)c(NC(=O)CN(c2ccccc2)S(=O)(=O)N(C)C)c1 | i | i | i | 10 | i | i | 0.5 | i | i | i | i
Cc1c(NC(=O)C(C)OC(=O)c2cccc(S(=O)(=O)N3CCOCC3)c2)c(=O)n(-c2ccccc2)n1C (configuration not stated) | i | i | i | 19 | i | i | -0.3 | i | i | i | i
COc1ccccc1N1C(=O)c2ccccc2NC1c1cc(OC)c(OC)c(OC)c1 (configuration not stated) | i | i | i | 16 | i | i | -0.7 | i | i | i | i
Cc1ccc(S(=O)(=O)Nc2ccc(N3CCOCC3)cc2)cc1C | i | i | i | 49 | i | i | -2.4 | i | i | i | i
Cc1cc(C)cc(N(CC(=O)NC2CCCC2)S(=O)(=O)c2c(C)[nH]c(=O)[nH]c2=O)c1 | i | i | i | -7 | i | i | -0.3 | i | i | i | i
COc1ccc2oc(C(=O)N3CCN(c4ncccn4)CC3)c(C)c2c1 | i | i | i | 0 | i | i | 0.2 | i | i | i | i
CC1CCC/C(=N\NC(=O)c2ccncc2)C1 (configuration not stated) | i | i | i | 13 | i | i | -0.3 | i | i | i | i
COc1ccccc1-c1ccc(/C=N/O)o1 | i | i | i | 22 | i | i | -0.1 | i | i | i | i
Cc1ccccc1C1c2[nH]c3ccccc3c2C[C@H]2C(=O)N(C3CC3)CC(=O)N12 (some centres not stated) | i | i | i | 16 | i | i | 0.3 | i | i | i | i
COc1ccccc1/C=N\Nc1cn[nH]c(=O)c1Cl | i | i | i | 15 | i | i | -0.1 | i | i | i | i
COc1ccccc1CCNC(=O)CSc1ccc(-c2ccco2)nn1 | i | i | i | 19 | i | i | 0.2 | i | i | i | i
Cc1ccc(-n2nc(C)c3c(=O)[nH]c(C(F)(F)F)nc32)cc1 | i | i | i | 6 | i | i | -0.2 | i | i | i | i
COC(=O)CCC(=O)N1CCCC(CO)(Cc2ccccc2)C1 (configuration not stated) | i | i | i | 22 | i | i | 1.4 | i | i | i | i
Cc1c(OCC(=O)N[C@@H](Cc2ccccc2)C(=O)O)ccc2c3c(c(=O)oc12)CCC3 | i | i | i | 24 | i | i | -0.1 | i | / | i | i
CC1(c2ccccc2Cl)NC(=O)N(CC(=O)NC(=O)NCc2ccco2)C1=O (configuration not stated) | i | i | i | 6 | i | i | -0.8 | i | i | i | i
O=c1c(Oc2ccccc2)coc2cc(O)cc(O)c12 | i | i | i | -13 | i | i | 0.0 | i | i | i | i

Further compounds
SMILES | TRPC6 inh | MrgX1 antag | TRPC6 act | AI-2 QS mod | MrgX1 PAM | MrgX1 agonist | HIF activator | TRPC4 potent | PolyA inh | TRPC4 inh | TRPC4 agonist
O=C(NCCCC1CCCC1)C1CCC(=O)N(Cc2ccccc2F)C1 (configuration not stated) | i | i | i | -2 | i | i | 0.5 | i | i | i | i
CCCCCn1c(=O)[nH]c2cc(C(=O)NCc3ccccn3)ccc2c1=O | i | i | i | 29 | i | i | -0.5 | i | i | i | i
O=C(/C=C/c1ccc(N2CCC(c3ccccc3)=N2)cc1)c1ccccc1 | i | i | 15* | 22 | i | i | 0.4 | i | i | i | i
CCC(=O)N1CCN(c2ccc(Cl)cc2NC(=O)c2ccc(Br)o2)CC1 | i | i | i | 13 | i | i | -0.1 | i | i | i | i
COc1cccc(CNc2nc3nc(C)c(Cl)c(=O)n3[nH]2)c1 | i | i | i | 1 | i | i | 0.4 | i | i | i | i
Nc1nc(-c2ccccc2)nn1S(=O)(=O)c1ccccc1 | i | i | i | 18 | i | i | -0.6 | i | i | i | i
CN(Cc1cn(-c2ccccc2)nc1-c1ccc(Cl)cc1)C(=O)CCC(=O)O | i | i | i | 11 | i | i | 0.0 | i | i | i | i
CC(C)c1nc(SCC(=O)Nc2ccc(N3CCOCC3)cc2)c2ccccc2n1 | i | i | i | 16 | i | i | 0.9 | i | i | i | i
COc1ccccc1OCC(=O)OC/C(O)=C(\C#N)c1nc2ccccc2[nH]1 | i | i | i | 14 | i | i | 0.0 | i | i | i | i
CCCCC(=O)Nc1ccc(C(N)=O)cc1 | i | i | i | 5 | i | i | -0.1 | i | i | i | i
CN(NC(=O)COc1ccccc1)C1=NS(=O)(=O)c2ccccc21 | i | i | i | 28 | i | i | 0.3 | i | i | i | i
